Screens as filed in PubChem.
HPDE-C7K KRASV12 = cytotoxicity in KRAS-transformed pancreatic duct cells, primary screen, cell-based, fluorescence, HTS (AID 431). HPDE-C7K KRASV12 cells, Alamar Blue viability, 48 h; higher % means a stronger effect. cytotoxicity, % at 10 µM, or EC50 in µM where a hit was titrated. hit rate 1.7% among 63,000;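 active = compounds whose percent cytotoxicity in the single-dose primary screen, scaled between solvent and toxic-drug controls, exceeds 50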;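 also: 0% = DMSO solvent wells and 100% = doxorubicin-treated wells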
TNAP inhibition = human TNAP enzyme inhibitors, biochemical, luminescent (AID 518); Alkaline phosphatase, tissue-nonspecific isozyme (Homo sapiens); purified TNAP enzyme, luminescent substrate readout; higher % means a stronger effect; one-dose inhibition, % at 20 µM; IC50 in µM for titrated hits; hit rate 0.09% among 64,000; in the data active = a potency from the dose series; inactive = the rest, 99 in 100 with inhibition below about 22%;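 also: plate controls were vehicle for no effect and reference inhibitor for full effect; many of its hits are not listed in these tables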
MK inhibit = S. pneumoniae MK inhibitors, primary screen, biochemical, PK/LDH-coupled NADH absorbance; hit rate 0.48% among 65,000; purified MK, PK/LDH-coupled NADH absorbance 340 nm; AID 555, 2006; mevalonate kinase [Streptococcus pneumoniae D39]; inhibition, % at 10 µM;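 active = ranked among the strongest by inhibition in the single 10 µM screen, a fixed top-ranked set picked for dose follow-up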; also: no value below 0 was filed
LYP inhibition = LYP phosphatase inhibitors, primary screen, biochemical, DiFMUP fluorescence, recombinant catalytic domain, 10 µM (AID 606); Tyrosine-protein phosphatase non-receptor type 22 (Homo sapiens); recombinant LYP catalytic domain, DiFMUP fluorescence; higher % means a stronger effect; inhibition, % at 10 µM; hits with a dose series show IC50 in µM; 52,000 tested, under 10 active;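 active = IC50 under 40 µM in the dose-response test; inactive = IC50 of 40 µM or more, or never dose-tested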
Bfl-1 displacement = Bfl-1 inhibitors, primary screen, biochemical, fluorescence polarization, FITC-Bid, mouse (AID 432); Bcl-2-related protein A1 (Mus musculus); FITC-Bid BH3 peptide fluorescence polarization displacement; higher % means a stronger effect; displacement, % at 20 µM; hits with a dose series show IC50 in µM; hit rate 0.02% among 64,000; in the data active = a potency from the dose series; inactive = the rest, 99 in 100 with displacement below about 15%; also: strong numbers were not always called active
HT1080 cytotoxicity = cytotoxicity in HT1080 fibrosarcoma cells, cell-based, fluorescence readout (AID 620); HT1080 viability, fluorescence; higher % means a stronger effect; cytotoxicity, % at 10 µM; hits with a dose series show EC50 in µM; hit rate 0.42% among 87,000;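 also: cells exposed to compound overnight then 4 h with Alamar Blue; 0% = vehicle DMSO and 100% = killing control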
DPM-DC inhibit = S. pneumoniae DPM-DC inhibitors, primary screen, biochemical, PK/LDH-coupled NADH fluorescence; AID 556, 2006; purified DPM-DC; hit rate 0.49% among 65,000; calls only at 10 µM;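 active = the 320 compounds with the highest percent inhibition in the single-dose primary screen, excluding strongly autofluorescent ones, cut at about 32% in these data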;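 also: kinetic rate of NADH fluorescence loss reporting ADP formed by the decarboxylase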
HPDE-C7 cytotoxicity = cytotoxicity in HPDE-C7 cells, cell-based, fluorescence, HTS (AID 430); HPDE-C7 pancreatic duct cells viability, fluorescence; higher % means a stronger effect; hit rate 1.8% among 63,000; one-dose cytotoxicity, % at 10 µM; EC50 in µM for titrated hits;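 also: cells exposed to compound for 48 hours before viability readout; 0% = vehicle and 100% = reference cytotoxic drug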
Spn PMK inh = S. pneumoniae PMK inhibitors, primary screen, biochemical, mevalonate pathway, pilot trial included. hit rate 0.49% among 65,000. AID 539, 2006. purified PMK, PK/LDH-coupled NADH absorbance 340 nm. inhibition, % at 10 µM. phosphomevalonate kinase (Streptococcus pneumoniae D39);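 active = top-ranked compounds by inhibition in the single 10 µM screen, taking a fixed number of the strongest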;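 also: 0% = full reaction with DMSO carrier and 100% = background rate without enzyme reaction; no value below 0 was filed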
Spn PMK inh pilot replicates = further read-out of Spn PMK inh, marked with its call; inhibition, %; measured here: pilot screen replicates
MK inhibit pilot replicates = also measured in MK inhibit; calls as there; inhibition, %; measured here: pilot screen replicates
DPM-DC inhibit pilot screen % = further read-out of DPM-DC inhibit, marked with its call; inhibition, %; measured here: pilot screen trials
* marks the source's active call; other numbers are inactive results; i = inactive; . = not tested or not shown; + = active, no number. Rule as the data show it, unless noted: active = cytotoxicity above about 50%; inactive = the rest.

SMILES	HPDE-C7K KRASV12	TNAP inhibition	MK inhibit	LYP inhibition	Bfl-1 displacement	HT1080 cytotoxicity	DPM-DC inhibit	HPDE-C7 cytotoxicity	Spn PMK inh	others
CCOCCCn1c(=N)c(C(=O)NCc2ccc3c(c2)OCO3)cc2c(=O)n3ccccc3nc21	5%	7%	1	7%	-3%	6%	i	4%	10
CN(C)C(CNC(=O)c1cccnc1Sc1ccccc1)c1ccco1 (stereo not drawn)	5%	9%	1	0%	0%	8%	i	-1%	15
CCC(C)(C)n1nnnc1C(c1cc2ccc(C)cc2[nH]c1=O)N(Cc1cccnc1)Cc1ccco1 (stereo not drawn)	14%	9%	4	8%	0%	-2%	i	23%	0
O=C(Nc1ncc(Cc2ccccc2)s1)C1CCCO1 (stereo not drawn)	7%	21%	1	5%	3%	4%	i	-9%	3	Spn PMK inh pilot replicates=3.0;MK inhibit pilot replicates=4.0;DPM-DC inhibit pilot screen %=1.5
Cc1ccccc1-n1c(SCC(=O)c2cc(C)n(C)c2C)nnc1-c1ccncc1	19%	5%	11	.	-12%	19%	i	28%	3
O=C(O)c1cccc(OCc2ccccc2Cl)c1	10%	6%	0	.	-7%	0%	i	1%	2
c1ccc(COc2ccc(OCCCn3cncn3)cc2)cc1	-9%	6%	4	-9%	-1%	15%	i	-21%	8
CCOC(=O)C1CCN(c2c(NCc3ccc(C(=O)NC(C)CC)cc3)c(=O)c2=O)CC1 (stereo not drawn)	-3%	5%	5	1%	-1%	0%	i	-11%	16
Cc1onc(-c2ccccc2Cl)c1C(=O)Nc1ccc(F)c(F)c1	-4%	18%	9	4%	-3%	.	i	-9%	11
Nc1c(C(=O)NC2CCCC2)c2nc3ccccc3nc2n1/N=C/c1cccnc1	67%*	8%	0	17%	-1%	-1%	+	63%*	0
C=CCSc1nc2ccccc2n1Cc1nnc(-c2cccs2)o1	0%	4%	3	.	-2%	-2%	i	-1%	11
CCCC(=O)Nc1ccc(NC(=O)c2cccc(OC)c2)nc1	-6%	6%	0	5%	2%	-12%	i	-6%	18
COc1ccc(C(=O)N2CCN=C2c2ccccc2)cc1OC	-13%	4%	1	-4%	1%	7%	i	-4%	4
Cc1ccc2oc(=O)c3cnn(CC(=O)N(CCCN4CCOCC4)Cc4ccco4)c3c2c1	0%	-1%	1	2%	3%	-1%	i	4%	0
CCCn1nc(C(=O)NCCc2ccc(S(N)(=O)=O)cc2)c2ccccc2c1=O	3%	13%	4	10%	2%	4%	i	-3%	16
COc1ccc(N2CCN(C(=O)CSc3nc4c(c(=O)n(C)c(=O)n4C)n3C(C)C)CC2)cc1	11%	8%	0	.	6%	22%	i	7%	15
O=C(O)CCC(=O)N1CCc2cc(S(=O)(=O)NC3CCCC3)ccc21	-5%	-4%	10	12%	-2%	12%	i	-10%	11
O=C1CC(C(=O)N(c2ccc(F)cc2)C(C(=O)NC2CCCC2)c2ccccn2)CS1 (stereo not drawn)	-5%	6%	6	.	4%	10%	i	-2%	14
CCc1ccc(N2CC(C(=O)OCC(=O)Nc3cc(C)on3)CC2=O)cc1 (stereo not drawn)	-2%	9%	0	2%	4%	2%	i	2%	12	Spn PMK inh pilot replicates=1.0;MK inhibit pilot replicates=2.5;DPM-DC inhibit pilot screen %=0.5
CCC(C(=O)N1CCc2ccccc2C1)n1nc(C)n2c(cc3occc32)c1=O (stereo not drawn)	-5%	2%	0	16%	3%	0%	i	-4%	17
O=C(Cn1cnc2c(nnn2-c2ccccc2)c1=O)N1CCC(Cc2ccccc2)CC1	5%	5%	7	6%	6%	6%	i	1%	0
CCCCCCOC(=O)C(C#N)c1nc2ccccc2nc1N1CCN(CC)CC1 (stereo not drawn)	6%	21%	9	.	-2%	-5%	i	12%	17
O=C(CN1C(=O)c2ccccc2S1(=O)=O)N1CCOCC1	-19%	0%	14	11%	-3%	2%	i	-21%	8
Cc1cc(C)n(C(=O)CNC(=O)Cc2ccccc2)n1	-7%	9%	12	11%	-4%	-2%	i	-3%	6
O=C(NCCN1CCOCC1)c1ccc2c(c1)ncn2C1CCCCC1	5%	-1%	8	-5%	-7%	0%	i	5%	13
Cc1ccc(C2/C(=C(/O)c3ccc(Cl)cc3)C(=O)C(=O)N2CC2CCCO2)o1 (stereo not drawn)	-4%	6%	5	6%	-3%	11%	i	-4%	6
O=C(COC(=O)Cc1ccc(S(=O)(=O)N2CCOCC2)s1)NCc1ccccc1	9%	12%	49*	13%	-6%	-2%	i	5%	13
O=C1c2ccccc2C2(c3ccccc3)NCCN12 (stereo not drawn)	-29%	4%	10	8%	1%	29%	i	-23%	2
c1cncc(Nc2nc(-c3ccncc3)cs2)c1	5%	4%	11	8%	-4%	4%	i	-3%	4
CS(=O)(=O)N1CCC(C(=O)Nc2ccccc2F)CC1	.	9%	5	-3%	0%	5%	i	.	9
Cc1cccc(CN(C)CCc2ccccn2)c1	2%	6%	44*	5%	5%	3%	i	3%	0
CCN1CCN(Cc2ccc(OCc3ccccc3)cc2)CC1	19%	9%	10	3%	-4%	-2%	i	9%	1
Cc1nn(Cc2ccc(Cl)cc2)c(C)c1NC(=O)c1cc(-c2ccc3c(c2)OCO3)on1	30%	1%	1	9%	-2%	3%	i	35%	17
O=C(O)C1CC(=O)N(Cc2cccs2)C1 (stereo not drawn)	-21%	14%	0	-1%	-8%	-6%	i	-5%	7
O=C(NCc1ccccn1)c1ccc2nc(-c3ccco3)c(-c3ccco3)nc2c1	0%	12%	15	12%	31%	1%	i	-5%	16	Spn PMK inh pilot replicates=2.0;MK inhibit pilot replicates=3.0;DPM-DC inhibit pilot screen %=11
O=C(c1ccc2nc(N3CCOCC3)sc2c1)N1CCN(C(=O)c2ccco2)CC1	-1%	5%	0	-7%	-5%	-3%	i	2%	0

Looked up by compound from above:
SMILES	HPDE-C7K KRASV12	TNAP inhibition	MK inhibit	LYP inhibition	Bfl-1 displacement	HT1080 cytotoxicity	DPM-DC inhibit	HPDE-C7 cytotoxicity	Spn PMK inh	others
CS(=O)(=O)N1CCC(C(=O)Nc2ccccc2F)CC1	.	9%	5	-3%	0%	5%	i	.	9
O=C(Nc1ncc(Cc2ccccc2)s1)C1CCCO1 (stereo not drawn)	7%	21%	1	5%	3%	4%	i	-9%	3	Spn PMK inh pilot replicates=3.0;MK inhibit pilot replicates=4.0;DPM-DC inhibit pilot screen %=1.5

Additional structures
SMILES	HPDE-C7K KRASV12	TNAP inhibition	MK inhibit	LYP inhibition	Bfl-1 displacement	HT1080 cytotoxicity	DPM-DC inhibit	HPDE-C7 cytotoxicity	Spn PMK inh	others
Cc1ccc(OCCn2c(CCCO)nc3ccccc32)cc1	-5%	4%	2	.	-3%	1%	i	-13%	2
Cc1ccsc1C(=O)OCC(=O)c1cc2ccccc2o1	4%	20%	5	.	-4%	6%	i	21%	0
NC(=O)c1oc2ccccc2c1NC(=O)c1nc2ccccc2s1	-4%	5%	2	.	20%	-5%	i	-4%	4
COc1ccc(NC(=O)CN(C)S(=O)(=O)c2cccc3cccnc23)cc1	9%	4%	5	4%	6%	-6%	i	-4%	0
O=C(CSc1n[nH]c(-c2ccncc2)n1)c1ccccc1	9%	9%	35	-7%	-2%	-11%	i	1%	14
CCn1c(CN2CCN(C(=O)c3ccco3)CC2)nc2c1c(=O)n(C)c(=O)n2C	-9%	10%	9	-6%	0%	-7%	i	-11%	7
Fc1cccc(Cl)c1Cn1nnc(-c2ccc3c(c2)OCO3)n1	-4%	13%	1	3%	-11%	-2%	i	-6%	6
CCN1CCCC1CNC(=O)c1cc2c(-c3ccc(Cl)cc3)nn(C)c2s1 (stereo not drawn)	11%	6%	6	-7%	5%	18%	.	30%	3
O=C1C(Cl)=C(NCC2CCCO2)C(=O)N1CCc1ccccc1 (stereo not drawn)	-4%	8%	5	13%	-8%	-5%	i	-7%	2	Spn PMK inh pilot replicates=2.5;MK inhibit pilot replicates=2.0;DPM-DC inhibit pilot screen %=1.5
O=C(COc1ccccc1)NCc1nnc(SCC(=O)Nc2nccs2)n1-c1ccccc1	-9%	5%	0	7%	4%	8%	i	-15%	7
CN1C(=O)CC(n2c(CO)nc3ccccc32)C1=O (stereo not drawn)	0%	0%	5	7%	-4%	1%	i	2%	0
CCC(=O)N1c2ccc(S(=O)(=O)CCC(=O)NCCC3=CCCCC3)cc2CC1C (stereo not drawn)	-1%	8%	16	13%	0%	5%	i	-6%	5
COC(=O)c1cccc(OCC(O)Cn2ccnc2)c1 (stereo not drawn)	-15%	18%	4	12%	-4%	-3%	i	-14%	0
COCCNC(=S)c1ccc(OC)cc1	-3%	9%	0	-7%	-2%	6%	i	-8%	1	Spn PMK inh pilot replicates=5.0;MK inhibit pilot replicates=1.5;DPM-DC inhibit pilot screen %=1.5

Filtered by structure: those above with a furan ring, fused or not
SMILES	HPDE-C7K KRASV12	TNAP inhibition	MK inhibit	LYP inhibition	Bfl-1 displacement	HT1080 cytotoxicity	DPM-DC inhibit	HPDE-C7 cytotoxicity	Spn PMK inh	others
CN(C)C(CNC(=O)c1cccnc1Sc1ccccc1)c1ccco1 (stereo not drawn)	5%	9%	1	0%	0%	8%	i	-1%	15
CCC(C)(C)n1nnnc1C(c1cc2ccc(C)cc2[nH]c1=O)N(Cc1cccnc1)Cc1ccco1 (stereo not drawn)	14%	9%	4	8%	0%	-2%	i	23%	0
Cc1ccc2oc(=O)c3cnn(CC(=O)N(CCCN4CCOCC4)Cc4ccco4)c3c2c1	0%	-1%	1	2%	3%	-1%	i	4%	0
CCC(C(=O)N1CCc2ccccc2C1)n1nc(C)n2c(cc3occc32)c1=O (stereo not drawn)	-5%	2%	0	16%	3%	0%	i	-4%	17
Cc1ccc(C2/C(=C(/O)c3ccc(Cl)cc3)C(=O)C(=O)N2CC2CCCO2)o1 (stereo not drawn)	-4%	6%	5	6%	-3%	11%	i	-4%	6
O=C(NCc1ccccn1)c1ccc2nc(-c3ccco3)c(-c3ccco3)nc2c1	0%	12%	15	12%	31%	1%	i	-5%	16	Spn PMK inh pilot replicates=2.0;MK inhibit pilot replicates=3.0;DPM-DC inhibit pilot screen %=11
O=C(c1ccc2nc(N3CCOCC3)sc2c1)N1CCN(C(=O)c2ccco2)CC1	-1%	5%	0	-7%	-5%	-3%	i	2%	0
Cc1ccsc1C(=O)OCC(=O)c1cc2ccccc2o1	4%	20%	5	.	-4%	6%	i	21%	0
NC(=O)c1oc2ccccc2c1NC(=O)c1nc2ccccc2s1	-4%	5%	2	.	20%	-5%	i	-4%	4
CCn1c(CN2CCN(C(=O)c3ccco3)CC2)nc2c1c(=O)n(C)c(=O)n2C	-9%	10%	9	-6%	0%	-7%	i	-11%	7
